Screening results as filed in PubChem.
Epigenetic mod: qHTS Assay for Epigenetic Modulators | mouse C127i GFP locus derepression, cytometry, 30 h | Potency, µM (titrated, usually from 46.1 µM), inactives show at the highest dose GFP derepression (activation) | hit rate 0.09% among 68,000 | AID 597, 2007; also: % of control where 0% means no effect
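Derepression screen: silenced CMV-GFP reporter in murine C127i cells, 30 h compound incubation at 37 C, washed cells imaged by laser-scanning cytometer to enumerate GFP-expressing objects of 20 to 120 um.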
UbGFP stabilizer: Ubiquitin-GFP Assay; Ubiquitin-GFP reporter cells, proteasome inhibition, GFP fluorescence; response scale: untreated = 0%, 10 µM MG-132 = 100%; Potency, µM (series often up to 45.9 µM), for the others: at the highest dose activation (GFP accumulation), actives largely listed as activators; 67,000 tested, under 10 active; AID 526, 2006; active = well fitted activation curve with a large enough effect, not every such curve was filed as active; inconclusive = small, poorly fitted or top-dose-only effect, or another doubt; inactive = no such curve, though single readings can be large or run the other way; also: potency is read from the fitted curve at half-maximal effect
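Reporter cells (U2OS, ubiquitin-G76V-GFP fusion) are plated overnight, then treated 4 hr at 37 °C with compound titrations from 46 uM down to 2.9 nM. Activity is scaled against untreated cells and 10 uM MG-132.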
CRE-bla Fsk: Cell signaling CRE-BLA (Fsk stim); CHO CRE-bla reporter (cAMP response element driving beta-lactamase), forskolin EC10, beta-lactamase ratio; Potency, µM (top dose mostly 38.2 µM), inactives show top-dose activity change, negative = inhibition, hits mostly activators; hit rate 2.5% among 71,000; active = well fitted activation curve with a large enough effect in the signal ratio, with a control signal flat, not every such curve was filed as active; inconclusive = small, poorly fitted or top-dose-only effect, or effect the other way, or a change in a side signal; the % refers to the signal ratio; also: potency is read from the fitted curve at half-maximal effect; % of control where 0% means no effect
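Reporter-gene assay: CHO cells with beta-lactamase behind cAMP responsive elements, co-treated with compound and EC10 NKH 477 for 3 hours at 37 degrees Celsius. Activity came from the 460/530 nm CCF4 emission ratio.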
TexasRed autofl: qHTS Assay for Spectroscopic Profiling in Texas Red Spectral Region. hit rate 0.06% among 59,000. Compound fluorescence, Texas Red channel, 547/618 nm; active compounds read high. max dye-equivalent concentration, M; in the data active = max dye-equivalent concentration above about 10 nM; inconclusive = between about 1.1 nM and that limit
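qHTS profiling of intrinsic compound fluorescence; 100 mM Tris pH 8.0; 15 min RT; ex 547 / em 618 nm; response expressed as Texas Red dye-equivalent concentration from six-point plate standard.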
Luciferase inh: qHTS Assay for Inhibitors of Firefly Luciferase | Luciferin 4-monooxygenase (Photinus pyralis), P08659 | purified firefly luciferase, luminescence, 8 min | Potency, µM (doses to about 57.1 µM), without a hit: top-dose activity change, negative = inhibition, actives largely listed as inhibitors | hit rate 2.2% among 72,000; also: potency is read from the fitted curve at half-maximal effect; % is scaled to controls: 0 for no effect and ±100 for the full control effect; nearly all actives have a fitted effect of over 40% in size
Target sequence (P08659 whole entry, looked up): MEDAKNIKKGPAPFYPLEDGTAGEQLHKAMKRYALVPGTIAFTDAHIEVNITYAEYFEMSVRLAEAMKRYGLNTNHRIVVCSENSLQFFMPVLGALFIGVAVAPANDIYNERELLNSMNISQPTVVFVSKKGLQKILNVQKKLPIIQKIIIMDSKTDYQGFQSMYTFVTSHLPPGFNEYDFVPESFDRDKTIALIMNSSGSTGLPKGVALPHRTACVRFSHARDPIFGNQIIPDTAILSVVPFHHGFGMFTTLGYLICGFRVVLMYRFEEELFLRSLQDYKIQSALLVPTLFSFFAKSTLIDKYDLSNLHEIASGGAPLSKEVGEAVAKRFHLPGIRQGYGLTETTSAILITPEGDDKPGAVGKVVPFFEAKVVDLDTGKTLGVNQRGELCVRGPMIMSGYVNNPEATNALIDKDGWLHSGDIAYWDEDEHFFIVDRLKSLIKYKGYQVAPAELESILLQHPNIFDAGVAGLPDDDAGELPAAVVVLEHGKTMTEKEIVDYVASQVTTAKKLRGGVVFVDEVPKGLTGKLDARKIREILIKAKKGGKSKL
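Inhibition of light generation by firefly luciferase from ATP and luciferin was profiled with concentration-response curves per sample, ATP held at 10 uM within the enzyme's linear range. Plates were read by luminescence after an 8-minute ambient incubation.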
Hsp90 Hop PPI: qHTS Assay for Disrupters of an Hsp90 Co-Chaperone Interaction | hit rate 0.44% among 71,000 | Potency, µM (titrated, usually from 57 µM), inactives show top-dose activity change, negative = inhibition | AlphaScreen TPR2A-His6 binding biotin-Hsp90 C-terminal peptide | Hsp90 C-terminal peptide / TPR2A (Hop) interaction, human | AID 595, 2007; active = well fitted curve in either direction with a large enough effect; inconclusive = small, poorly fitted or top-dose-only effect, or another doubt; also: potency is read from the fitted curve at half-maximal effect; % is scaled to controls: 0 for no effect and ±100 for the full control effect; many of its hits are not listed in these tables
A350 fluor: qHTS Assay for Spectroscopic Profiling in A350 Spectral Region; max dye-equivalent concentration, M; hit rate 11% among 59,000; Compound autofluorescence, 340/450 nm, Alexa 350 dye-equivalents; active compounds read high; in the data active = max dye-equivalent concentration above about 10 nM; inconclusive = mostly about 1.1 nM to 9.6 nM
Fluorescein fluor: qHTS Assay for Spectroscopic Profiling in Fluorescein Spectral Region; Compound autofluorescence, 480/540 nm, fluorescein-equivalent; active compounds read high; max fluorescein-equivalent concentration, M; hit rate 0.91% among 59,000; AID 593, 2007; in the data active = max fluorescein-equivalent concentration above about 10 nM; inconclusive = between about 1.1 nM and that limit
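Autofluorescence profiling; 100 mM Tris, pH 8.0; incubation 15 min at RT; ex/em 480/540 nm; result as fluorescein-equivalent concentration.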
4MU fluor: qHTS Assay for Spectroscopic Profiling in 4-MU Spectral Region | compound autofluorescence, 340/450 nm, 4-MU equivalents; active compounds read high | max dye-equivalent concentration, M | hit rate 11% among 59,000; in the data active = max dye-equivalent concentration above about 10 nM; inconclusive = mostly about 1.1 nM to 9.6 nM
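Intrinsic fluorescence at 340/450 nm (ex/em) was read after 15 min at room temperature in pH 8.0, 100 mM Tris. Each compound concentration expressed as 4-MU-equivalent concentration from a six-point 4-MU standard series on each plate.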
ERK AVP block: qHTS Assay for Inhibitors of the ERK Signaling Pathway using a Homogeneous Screening Assay. Potency, µM (series often up to 57.5 µM), for the others: top-dose activity, negative = inhibition, actives largely listed as inhibitors. HEK293-V1b, vasopressin-stimulated pERK AlphaScreen. AID 995, 2007. hit rate 0.99% among 72,000; also: potency is read from the fitted curve at half-maximal effect; % is scaled to controls: 0 for no effect and ±100 for the full control effect; nearly all actives have a fitted effect of over 55% in size
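qHTS, compounds titrated on V1b-expressing HEK293 cells. Preincubation 30 min at 37C, vasopressin 25 nM for 5 min, lysis 10 min, bead incubation 5 hr at room temperature.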
HBB splicing: qHTS Assay for Modulators of Hemoglobin Beta Chain Splicing; Potency, µM (doses to about 46.1 µM), without a hit: at the highest dose activation, most hits filed as activators; hit rate 0.06% among 65,000; AID 925, 2007; HBB splicing reporter cell assay, activation; EGFP reporter with mutant IVS2-654 intron; response scale: normalised to 500 nM splice-correcting PNA; also: potency is read from the fitted curve at half-maximal effect; 0% is about no effect
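Compounds were applied for 2 days to HeLa EGFP-654 cells, 500/well in Optimem with 2% FCS. The reporter's EGFP is disrupted by mis-splicing of beta-globin intron IVS2-654. Readout: summed well GFP fluorescence from 488 nm laser scanning; reference was 500 nM antisense […] 654 PNA.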
Numbers without * were called inactive; i = inactive; ? = inconclusive; · = no result given; ! = not active in a repeat; [ ] = dose if it differs, or a comment. Unless noted, calls follow the shape of the dose curve; as a rule, active = well fitted curve in the direction sought with a large enough effect; inconclusive = small, poorly fitted or top-dose-only effect, or another doubt; inactive = no such curve, though single readings can be large; an effect the other way counts as inactive or inconclusive.

smiles	Epigenetic mod	UbGFP stabilizer	CRE-bla Fsk	TexasRed autofl	Luciferase inh	Hsp90 Hop PPI	A350 fluor	Fluorescein fluor	4MU fluor	ERK AVP block	HBB splicing
c1ccc(-n2ncc3c(NCc4ccco4)ncnc32)cc1	-3%	-4%	?	?	-30%	-3%	i	?	i	?	1.9%
CN(Cc1ccccc1)c1oc(-c2ccco2)nc1C#N	9%	-2%	?	?	4%	?	?	?	?	-21%	-5.5%[0.369 µM]
CC1(C)N(O)CC(c2cccs2)=[N+]1[O-]	0%	?	?	·	1%	-5%[11 µM]	·	·	·	-7%	-2.1%[0.0738 µM]
COc1ccc(C(=O)O)cc1NS(=O)(=O)c1cccc2nsnc12	0%	4%	-6%	i	-1%	-1%	i	i	i	15%	-1.9%
Cc1nc2ccccc2c2oc(C(=O)N3CCc4ccccc43)cc12	-2%	0%	0.4µM*	·	1%	-2%	·	·	·	?	0.1%
COc1ccc(NC(=O)N2CCN(c3nc(-c4cccc(OC)c4)cs3)CC2)cc1	-1%	-4%	?	i	-3%	-14%	i	?	i	?	-0.3%[57.5 µM]
C/C=C/Cn1c(SCCCc2ccccc2)nc2c1c(=O)[nH]c(=O)n2C	·	1%	?	·	-1%	-4%	·	·	·	·	-0.7%
COc1ccccc1N1CCN(C(=O)C(C)N(c2ccc(C)cc2)S(C)(=O)=O)CC1 (stereo unspecified)	0%	3%	-3%	i	2%	-3%	i	i	i	-9%	2.9%
Cc1nc2c(c(=O)n1CCC(C)C)c1nc3ccccc3nc1n2Cc1ccc2c(c1)OCO2	0%	-8%	14%	?	2%	-3%	8.7e-08M*	?	9.5e-08M*	-19%	6.6%[0.369 µM]
CC(=O)N1CCCc2cc(S(=O)(=O)NCc3ccc(C)cc3)ccc21	-3%	-14%	17%	i	2%	0%	i	i	i	3%	-0.6%
COC(=O)c1ccccc1NC(=O)CSc1nnc(C(CO)NC(=O)c2ccccc2)n1C (stereo unspecified)	0%	0%	-9%	?	-1%	-4%	?	i	i	-9%	-0.4%
O=C(CCn1c(=S)[nH]c2cc3c(cc2c1=O)OCO3)NCCN1CCCC1	3%	1%	-1%	i	1%	-5%	?	i	?	-6%	6.5%[0.369 µM]
COCCCNC(=O)CCc1nc(-c2ccccc2Cl)no1	-3%	5%	-7%	i	-4%	-3%	5.2e-08M*	?	4e-08M*	-10%	2.3%
O=C(OC(C(=O)NCC1CCCO1)c1ccc(F)cc1)c1ccco1 (stereo unspecified)	0%	0%	-2%	?	3%	-2%	i	i	i	8%	·
CN(C(=O)c1cc2n(n1)C(C(F)(F)F)CC(c1ccco1)N2)c1ccc(OC(F)(F)F)cc1 (stereo unspecified)	-1%	-12%	?	i	4%	-1%	i	?	i	-2%	-5.3%

(cont.)
smiles	Epigenetic mod	UbGFP stabilizer	CRE-bla Fsk	TexasRed autofl	Luciferase inh	Hsp90 Hop PPI	A350 fluor	Fluorescein fluor	4MU fluor	ERK AVP block	HBB splicing
CC(C)N(Cc1nnc(-c2ccccc2Cl)o1)C(=O)c1cccc(C#N)c1	-2%	10%	?	i	2%	0%	i	i	i	10%	2.4%[1.84 µM]
CNC(=O)c1ccc(N(Cc2ccccc2)S(C)(=O)=O)cc1	0%	5%	1%	i	0%	4%	i	i	i	-15%	-0.7%
COc1ccc(OC)c(N(CC(=O)NC2CC2)S(=O)(=O)c2ccc(C)cc2)c1	-2%	9%	2%	·	0%	-1%	·	·	·	2%	-0.7%
O=C(NCCc1ccccc1)C1CCCN1C(=O)NCc1ccccc1 (stereo unspecified)	-2%	-1%	1%	i	2%	1%	i	i	i	-2%	·
CCOC(=O)c1c(C)nc2c(c1C)/C(=N/O)CC(C)(C)C2	-4%	2%	23%	·	0%	-2%	·	·	·	-11%	-0.2%
O=C(NCc1ccccc1)c1ccc(F)c(S(=O)(=O)N2CCOCC2)c1	0%	8%	?	i	-3%	2%	i	i	i	-14%	-1.7%
COc1ccccc1CN(CC(=O)NCc1ccco1)C(=O)CNS(=O)(=O)c1ccccc1	-1%	5%	-15%	i	2%	-5%	?	?	i	-22%	-2.6%
CCOC(=O)c1c(C)c(C(=O)NCCCOC(C)C)c(C)n1C	-2%	-8%	17%	i	1%	-3%	i	i	i	-17%	-0.6%
Cc1nc(SCC(=O)Nc2ccccc2)c2oc3ccccc3c2n1	0%	-2%	0.5µM*	i	1%	-6%	i	?	i	-3%	-0.8%[57.5 µM]
O=S(=O)(O)c1cc(S(=O)(=O)O)c2c(N=Nc3cccc4ccccc34)c(O)ccc2c1	0%[9.22 µM]	-2%[9.17 µM]	-8%[7.6 µM]	i	?	?	?	i	?	?	5.1%[9.22 µM]
COc1cccc(-c2nc(Cc3ccc(OC)c(OC)c3)no2)c1	5%	-12%	20%	·	0%	13%	·	·	·	-31%	-0.6%[9.22 µM]
COc1ccc(C2=NO[C@@H]3C(=O)N(C4CCCCC4)C(=O)[C@H]23)cc1OC	-3%	-4%	?	i	0%	-8%	i	i	i	?	-1.0%
CC(CN1CCNCC1)(NS(=O)(=O)c1ccccc1)c1ccccc1 (stereo unspecified)	-2%	0%	-2%	·	2%	-6%	·	·	·	-8%	-0.8%
O=C1C=C(N2CCN(c3ccccn3)CC2)C(=O)c2c(O)ccc(O)c21	3%[9.22 µM]	2%[9.17 µM]	3.2µM*	i	-15%[11.4 µM]	?	i	i	i	?	2.4%[9.22 µM]
COCCNc1ccnc(-c2cccc(NS(C)(=O)=O)c2)n1	-1%[9.22 µM]	-8%	?	i	0%[2.29 µM]	-4%	i	i	i	12%	-0.6%

Further structures:
smiles	Epigenetic mod	UbGFP stabilizer	CRE-bla Fsk	TexasRed autofl	Luciferase inh	Hsp90 Hop PPI	A350 fluor	Fluorescein fluor	4MU fluor	ERK AVP block	HBB splicing
COc1ccc(Oc2nc(C)cc(C)c2C#N)cc1	-3%	0%	13%	?	1%	2%	i	i	i	?	-0.8%
Cc1oc(-c2ccc(Cl)cc2)nc1CS(=O)CC(=O)NCCN1CCCC1 (stereo unspecified)	·	-14%	-9%	·	2%	-5%[2.3 µM]	·	·	·	-9%	-0.5%
CCC1(c2ccccc2)C(=O)NCNC1=O	-4%[20.6 µM]	5%	?	i	-1%[25.5 µM]	-14%	1.4e-08M*!	1.2e-08M*!	1.2e-08M*!	-1%	0.8%
O=C(CNS(=O)(=O)c1ccc(C(=O)N2CCOCC2)cc1)N1CCOCC1	-2%	·	14%	i	3%	-2%	?	?	i	-7%	2.5%[0.369 µM]
Cc1ccc(C(=O)Nc2c3c(nn2C(C)(C)C)CS(=O)(=O)C3)cc1C	0%	-3%	9%	i	1%	-2%	i	i	i	-14%	-1.2%[0.369 µM]
COc1ccc(S(=O)(=O)N(CC(=O)NC2CC2)C2CCCCC2)cc1Cl	-3%	1%	-10%	?	1%	-2%	i	i	i	-28%	-1.1%
COc1ccc(C(=O)/C(C)=N/O)cc1OC	-2%	-9%	?	·	-1%	-4%	·	·	·	-21%	0.6%
COc1cccc(Cn2c(=O)cnc3cnc(N4CCN(C)CC4)nc32)c1	0%[9.22 µM]	-6%	?	i	0%[11.4 µM]	-1%	?	i	?	-6%	-1.1%
CCOC(=O)c1sc(NC(=O)CNC(=O)Cn2cnc3sc(C)c(C)c3c2=O)nc1C	0%	-6%	3%	i	4%	3%	i	i	i	-5%	0.5%
CC(=O)c1ccc(N2C(=O)[C@@H]3C(CCC(N)=O)NC4(C(=O)Nc5c4ccc(Cl)c5C)[C@@H]3C2=O)cc1 (stereo partly specified)	4%	-2%	-8%	i	2%	-4%	i	i	i	-1%	-1.6%[57.5 µM]
O=C(Cn1nnc(-c2cccs2)n1)N1CCc2ccccc2C1	5%	-1%	-6%	?	0%	1%	?	i	i	-2%	-0.2%[57.5 µM]
COc1ccc(NC(=O)CCS(=O)(=O)c2cccc3nonc23)c(OC)c1	-1%	0%	?	i	-2%	-6%	i	?	i	18%	0.8%
CCC(CC)C(=O)Nc1cccc(-c2nc3ccccc3o2)c1	3%	0%	?	?	-11%	5%	i	i	i	18%	2.4%
COc1ccc(C(=O)Nc2ccccc2NC(=O)c2ccco2)cc1OC	0%	-3%	?	i	1%	-3%	i	i	i	-12%	·

Not all compounds are listed, so the mix of outcomes need not match the whole.
